NTMT1 inh: Primary qHTS for Inhibitors of N-terminal methyltransferase 1 (NTMT1): MTaseGlo Assay. AID 1645870, 2021. N-terminal Xaa-Pro-Lys N-methyltransferase 1 (Homo sapiens), Q9BV86. Potency, µM (top dose mostly 114 µM), without a hit: at the top dose activity change, negative = inhibition, most hits filed as inhibitors. NTMT1 MTase-Glo SAH luminescence, purified enzyme. 59,000 compounds, 2.5% hits;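 further: plate controls were DMSO vehicle for no effect and no enzyme for full effect; nearly all actives have a fitted effect of over 65% in size; many of its hits are not listed in these tables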
Target sequence (Q9BV86 whole entry, looked up): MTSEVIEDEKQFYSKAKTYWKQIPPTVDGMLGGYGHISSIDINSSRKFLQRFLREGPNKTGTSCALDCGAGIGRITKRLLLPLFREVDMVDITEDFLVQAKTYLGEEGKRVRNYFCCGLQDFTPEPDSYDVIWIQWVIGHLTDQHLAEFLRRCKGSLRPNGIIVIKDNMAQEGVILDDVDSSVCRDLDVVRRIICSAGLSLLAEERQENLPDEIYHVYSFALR
FH mod: Identification of activators of human fumarate hydratase by quantitative high-throughput screening. 54,000 compounds, 0.22% hits. Potency, µM (doses to about 79.9 µM), for inactives: at the highest dose activity change, negative = inhibition, usual class: inhibitors. Fumarate hydratase, mitochondrial (Homo sapiens), P07954. FH coupled MDH/diaphorase resazurin fluorescence, 15 min; further: the screen sought activators but most active calls are inhibition curves; nearly all actives have a fitted effect of over 45% in size
Target sequence (P07954 whole entry, looked up): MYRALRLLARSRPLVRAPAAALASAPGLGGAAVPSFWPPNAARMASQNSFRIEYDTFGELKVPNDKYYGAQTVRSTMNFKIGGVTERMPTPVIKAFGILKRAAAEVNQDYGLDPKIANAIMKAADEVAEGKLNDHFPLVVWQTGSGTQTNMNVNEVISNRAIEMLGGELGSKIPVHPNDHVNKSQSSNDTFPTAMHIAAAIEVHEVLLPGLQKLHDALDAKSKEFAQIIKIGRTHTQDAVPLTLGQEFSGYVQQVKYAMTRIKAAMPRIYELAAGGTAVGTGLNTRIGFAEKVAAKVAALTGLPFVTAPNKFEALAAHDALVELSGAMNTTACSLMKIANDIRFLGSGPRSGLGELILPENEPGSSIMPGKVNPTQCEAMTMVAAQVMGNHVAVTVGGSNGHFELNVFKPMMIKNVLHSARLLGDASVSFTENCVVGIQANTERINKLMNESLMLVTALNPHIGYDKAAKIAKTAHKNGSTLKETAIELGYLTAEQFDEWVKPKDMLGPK
* = called active by the depositor; ? = inconclusive; & = joins results of further samples; [ ] = dose if it differs, or a comment. The call rests on the fitted dose curve; in most records, active means well fitted curve in the direction sought with a large enough effect; inconclusive means small, poorly fitted or top-dose-only effect, or another doubt; inactive means no such curve, though single readings can be large; an effect the other way counts as inactive or inconclusive. Unless noted, on the % scale 0 is the no-effect control and ±100 the full control effect; potency means the concentration at half of the fitted maximal effect. These rows are one share of the data, so the mix of outcomes need not match the whole.

SMILES | NTMT1 inh | FH mod
CC(C)(N)Cc1ccccc1Cl | -7.6%[57.5 µM] | 0.9%[53.3 µM]
CCN(CC)C(=O)N[C@@H]1C=C2c3cccc4[nH]cc(c34)C[C@@H]2N(C)C1 | -13.2%[57.5 µM] | 5.5%[53.3 µM]
CO[C@H]1[C@H](O)[C@H](O[C@H]2CC[C@]3(C)C4CC[C@]5(C)[C@H](C6=CC(=O)OC6)CC[C@]5(O)C4CC[C@@H]3C2)O[C@@H](C)[C@@H]1O (stereo not given in full) | 5.6%[29.8 µM] | -0.2%[53.3 µM]
C[C@H]1O[C@@H](O[C@H]2CC[C@]3(C=O)C4CC[C@]5(C)[C@@H](C6=CC(=O)OC6)CC[C@]5(O)[C@@H]4CC[C@]3(O)C2)C[C@@H](O)[C@@H]1O (stereo not given in full) | 9.4%[29.8 µM] | -6.0%[53.3 µM]
C/C=C(\C)C(=O)O[C@@H]1[C@@H](C)[C@]2(O)C3C=C(C)C(=O)[C@@]3(O)CC(CO)=C[C@H]2C2C(C)(C)[C@@]21OC(=O)C(C)CC (stereo not given in full) | 0.3%[29.8 µM] | -0.3%[53.3 µM]
CCOC(=O)C1(CCc2ccccc2)CCN(Cc2ccc(NC(C)=O)cc2)CC1 | 2.3%[57.5 µM] | -0.7%
CCCC[N+]1(C)[C@H]2CC(OC(=O)[C@H](CO)c3ccccc3)C[C@H]1[C@H]1O[C@H]12 (stereo not given in full) | -23.5%[57.5 µM] | 12.9%[53.3 µM]
CCOP(=S)(OCC)O/N=C(\C#N)c1ccccc1 | ? | 0.2%[53.3 µM]
CC(=O)N(C)c1cccc(-c2ccnc3c(C(=O)c4cccs4)cnn23)c1 | -3.0%&35.6%[57.5 µM] | -7.1%
COc1ccc2c3c1O[C@H]1[C@@H](O)C=C[C@H]4[C@@H](C2)N(C)CC[C@@]341 | 15.6% | 1.4%
COC(=O)C12C(=O)C(C)(O)C(=O)C1(C)C(C)=CC1C34CCC(OC3=O)C(C)(C)C4CCC12C (stereo not given) | -4.2%[29.8 µM] | -0.1%[53.3 µM]
COc1cc(CC(C)N)c(OC)cc1Br (stereo not given) | 31.5%[activator] | -1.9%
O=C1C[C@@H]2OCC=C3CN4CC[C@]56c7ccccc7N1[C@H]5[C@H]2[C@H]3C[C@H]46 | -9.3%[29.8 µM] | -5.2%[53.3 µM]
COc1ccc2c(c1)CN(C)CC2c1ccc(Cl)c(Cl)c1 (stereo not given) | ? | -7.5%[53.3 µM]
CCCCC(CC)COC(=O)c1ccccc1C(=O)OCC(CC)CCCC (stereo not given) | 15.3% | -3.5%
C=C(C)[C@@H]1CCC(C)=C[C@H]1c1c(O)cc(CCCCC)cc1O | 7.9% | ?
CCN1CC2(COC)C3[C@@H](OC)C4C1C3(C1C[C@]3(O)[C@H](OC(=O)c5ccccc5)C1[C@]4(OC(C)=O)[C@@H](O)[C@@H]3OC)[C@H](OC)C[C@H]2O (stereo not given in full) | 17.4%[57.5 µM] | 2.3%
C[C@@H](CN1CCC(n2c(=O)[nH]c3cc(Br)ccc32)CC1)NC(=O)[C@@H]1C[C@H]1c1ccccc1 | 9.1%[57.5 µM] | -23.8%
CC(C)=C[C@@H]1[C@@H](C(=O)OCc2coc(Cc3ccccc3)c2)C1(C)C | 21.7%[57.5 µM] | -9.1%[53.3 µM]
CC(=O)NC1CCSC1=O (stereo not given) | 0.7%[57.5 µM] | 0.0%[53.3 µM]
CCOC(=O)Nc1ccc(NCc2c(C)cc(C)cc2C)cc1N | -6.2%[57.5 µM] | ?
COc1ccc(C(CN(C)C)C2(O)CCCCC2)cc1 (stereo not given) | 22.6%&-2.6%[57.5 µM] | -22.1%&5.8%&0.0%[53.3 µM]
CCC(=O)C(CCN(C)C)(c1ccccc1)c1ccccc1 | 7.9%[57.5 µM] | 6.2%[53.3 µM]
O=C(Oc1ccc([N+](=O)[O-])cc1)N1CCC(C(O)(c2ccc3c(c2)OCO3)c2ccc3c(c2)OCO3)CC1 | -6.2% | 12.7%
C[C@]12CC[C@H](O)CC1=CC[C@@H]1C2CC[C@]2(C)[C@@H](C3=CC(=O)OC3)CC[C@]12O (stereo not given in full) | 0.7%[29.8 µM] | 6.3%[53.3 µM]
CC(C)[C@H]1C(=O)N[C@H](CO)Cc2c[nH]c3cccc(c23)N1C | -0.4%&-3.7%[57.5 µM] | 3.2%[53.3 µM]
C=CCN1C[C@H](C)N([C@H](c2ccc(C(=O)N(CC)CC)cc2)c2cccc(OC)c2)C[C@H]1C | 24.1%[12.6 µM] | 7.9%[13.5 µM]
C#C[C@]1(O)CC[C@H]2[C@@H]3CCC4=CC(=O)CCC4=C3C=C[C@@]21CC | 3.7%[57.5 µM] | -17.2%[53.3 µM]
CC(=O)c1c(O)c(C)c(O)c(Cc2c(O)c3c(c(C(=O)/C=C/c4ccccc4)c2O)OC(C)(C)C=C3)c1O | ? | ?
CC(C)C1(OO)C=C2C(=O)CC3C(C)(C(=O)O)CCCC3(C)C2CC1 (stereo not given) | 0.0%[29.8 µM] | 8.6%[53.3 µM]
Oc1ccc2c(c1)C13CCCC[C@H]1[C@@H](C2)N(CC1CCC1)CC3 | -15.4%[57.5 µM] | 8.2%
COc1c(C(C)C)cc2c(c1O)[C@@]1(C(=O)O)CCCC(C)(C)C1CC2 (stereo not given in full) | -17.4%[29.8 µM] | -1.3%[53.3 µM]
C[C@@H]1C[C@@H](O)[C@]2(O)O[C@@H]3C[C@@]4(C=O)C(CC[C@@H]5C4CC[C@]4(C)[C@@](O)(C6=CC(=O)OC6)CC[C@]54O)C[C@H]3OC2O1 (stereo not given in full) | -11.4%[29.8 µM] | 0.0%[53.3 µM]
CC1=CC2/C=C(\C)CCC(O)C3OC(C)(C)OC3CC(=O)OC23C(=O)NC(CC(C)C)C3C1C (stereo not given) | 6.3%[29.8 µM] | 1.7%[53.3 µM]
CC[C@H](O)[C@@H](C)[C@H]1O[C@@H]1C[C@H](C)/C=C/C=C(\C)[C@H]1OC(=O)C[C@H](O)CC[C@@](C)(O)[C@@H](OC(C)=O)/C=C/[C@@H]1C | 4.9%[57.5 µM] | 6.7%
CC(C)Oc1cccc(NC(=O)c2ccccc2C(F)(F)F)c1 | ? | -2.3%
C=C1C[C@H]2[C@H]3CCC(=O)[C@@]3(C)CC[C@@H]2[C@@]2(C)C=CC(=O)C=C12 | -21.6%[57.5 µM] | 2.9%[53.3 µM]
COc1ccc(N(C(=O)Oc2c(C)cccc2C)c2ccnc(Nc3ccc(N4CCN(C)CC4)cc3)n2)c(OC)c1 | -23.2% | 2.6%
CCC(CC)(CNC(=O)CCCO)c1cccc(OC)c1 | 1.2%[57.5 µM] | 5.0%[53.3 µM]
C=C(C)[C@@]12O[C@@H]1[C@@]1(C)C(=C[C@H]2O)CC[C@@H](O)[C@@H]1C | 2.7%[57.5 µM] | 4.1%
Clc1cccc(N2CCNCC2)c1 | 25.6%[57.5 µM] | 3.1%[53.3 µM]
CCC1(c2ccccc2)C(=O)N(COC)C(=O)N(COC)C1=O | 29.4%[57.5 µM] | 1.5%[53.3 µM]
CCC(COC(=O)c1cc(OC)c(OC)c(OC)c1)(c1ccccc1)N(C)C (stereo not given) | 18.7%[57.5 µM] | -2.2%[53.3 µM]
CNC(=O)Oc1cccc2ccccc12 | 17.0%[57.5 µM] | ?
O=C1CN=C(c2cccc(Br)c2)c2oc3ccccc3c2N1 | -2.2%[57.5 µM] | -0.4%

Reformatted: entries from further up
CC(C)[C@H]1C(=O)N[C@H](CO)Cc2c[nH]c3cccc(c23)N1C
  NTMT1 inh: -0.4%&-3.7%[57.5 µM]; FH mod: 3.2%[53.3 µM]
C=CCN1C[C@H](C)N([C@H](c2ccc(C(=O)N(CC)CC)cc2)c2cccc(OC)c2)C[C@H]1C
  NTMT1 inh: 24.1%[12.6 µM]; FH mod: 7.9%[13.5 µM]
C#C[C@]1(O)CC[C@H]2[C@@H]3CCC4=CC(=O)CCC4=C3C=C[C@@]21CC
  NTMT1 inh: 3.7%[57.5 µM]; FH mod: -17.2%[53.3 µM]
CC(=O)c1c(O)c(C)c(O)c(Cc2c(O)c3c(c(C(=O)/C=C/c4ccccc4)c2O)OC(C)(C)C=C3)c1O
  NTMT1 inh: ?; FH mod: ?

Further entries:
SMILES | NTMT1 inh | FH mod
COC1CC(OC2CCC3(C=O)C(CCC4C3CCC3(C)C(C5=CC(=O)OC5)CCC43O)C2)OC(C)C1OC1OC(CO)C(O)C(O)C1O (stereo not given) | -9.5%[12.6 µM] | 1.7%[20.6 µM]
CC(=O)OC[C@]12[C@H](OC(C)=O)C(=O)[C@@H]3[C@@H](O)[C@@]14O[C@@]3(C)COC(=O)c1cccnc1[C@@H](C)[C@H](C)C(=O)O[C@@H]([C@H](OC(C)=O)[C@@H]2OC(C)=O)[C@]4(C)O | 9.2%[12.6 µM] | 2.9%[20.6 µM]
O=S(=O)(F)Cc1ccccc1 | 12.5% | -5.7%[53.3 µM]
C[N+]1(C)[C@@H]2CC(OC(=O)[C@H](CO)c3ccccc3)C[C@H]1[C@H]1O[C@@H]12 (stereo not given in full) | -19.8%[57.5 µM] | 11.0%[53.3 µM]
COC(=O)C1=COC(C)C2CN3CCC4(C(=O)Nc5ccccc54)C3CC12 (stereo not given) | 10.0%[29.8 µM] | -3.2%[53.3 µM]
Fc1cc(Br)ccc1CBr | ? | -4.1%[53.3 µM]
COc1cc(C[C@@H](C)N)c(OC)cc1C | -18.3%[228 µM] | 4.1%
C[C@@]1(CO)[C@H](O)CC[C@@]2(C)[C@H]1CC[C@H]1C[C@@H]3C[C@@]12CC[C@]3(O)CO | 6.7%[29.8 µM] | -0.5%[53.3 µM]
CC(C)[C@H](NC(=O)c1nn(Cc2ccc(F)cc2)c2ccccc12)C(N)=O | 5.8%[57.5 µM] | 1.7%
CCCCCC[C@H]1C(=O)O[C@H](C)[C@H](NC(=O)c2cccc(NC=O)c2O)C(=O)O[C@@H](C)[C@@H]1OC(=O)CC(C)C | ? | 4.6%[53.3 µM]
Oc1ccccc1-c1ccccc1 | 8.0%[57.5 µM] | 1.5%[53.3 µM]
Cc1ccccc1C1=CCN(C)CC1 | 18.3%[57.5 µM] | 25.9%
CC(C)(C)[C@]1(O)C[C@@H]2OC(=O)C[C@@]23C(=O)O[C@@H]2OC(=O)[C@H](O)C213 (stereo not given in full) | -8.5%[57.5 µM] | -4.4%[53.3 µM]
CCCN(CCC)c1c([N+](=O)[O-])cc(S(N)(=O)=O)cc1[N+](=O)[O-] | ? | ?
COCCOCCO | 25.0% | -7.0%
Cc1nc(-c2ccc(-c3ccc(C(=O)N4CCc5cc6c(cc54)C4(CCN(C)CC4)CO6)cc3)c(C)c2)no1 | -11.6%[57.5 µM] | 6.2%[53.3 µM]
CC[C@@H](C(N)=O)N1CCCC1=O | ? | -0.7%&-4.6%[53.3 µM]
Cc1cccc(C)c1NC(=O)CN1CCCC1=O | ? | -18.5%&5.8%&-1.9%[53.3 µM]
CC[C@@H]1[C@@H](C)O[C@@](O)([C@@H](C)[C@H](O)[C@H](C)[C@H]2OC(=O)C=CC=C[C@@H](C)[C@@H]([C@@H](C)[C@@H](O)[C@H](C)[C@@]3(O)C[C@H](O[C@H]4C[C@H](O)[C@H](O)[C@H](C)O4)[C@H](CC)[C@@H](C)O3)OC(=O)C=CC=C[C@@H]2C)C[C@H]1O[C@H]1C[C@H](O)[C@H](O)[C@H](C)O1 | -13.8%[57.5 µM] | -3.2%[53.3 µM]
COC[C@H]1OC(=O)c2coc3c2[C@@]1(C)C1=C(C3=O)C2CCC(=O)[C@@]2(C)C[C@H]1OC(C)=O (stereo not given in full) | ? | ?
CC(C)=CCN1CC[C@@]2(C)c3cc(O)ccc3C[C@@H]1[C@@H]2C | -23.5% | 0.2%
COC(C)(C)CCCC(C)C/C=C/C(C)=C/C(=O)OC(C)C (stereo not given) | 17.2%[57.5 µM] | -5.1%[53.3 µM]
CC=C(C)C(=O)O[C@H]1C(C)=C2[C@@H]3OC(=O)[C@@](C)(O)[C@@]3(O)[C@@H](OC(=O)CCC)C[C@](C)(OC(C)=O)[C@@H]2[C@@H]1OC(=O)CCCCCCC | 3.8%[57.5 µM] | -28.3%[53.3 µM]
Cc1ccc(-c2nc3ccc(C)cn3c2CC(=O)N(C)C)cc1 | -3.7%[57.5 µM] | 5.3%[53.3 µM]
CCN(CC)Cc1nccn1-c1ccc([N+](=O)[O-])cc1C(=O)c1ccccc1Cl | 15.4%[57.5 µM] | 16.3%[53.3 µM]
CC1NCCOC1c1ccccc1 (stereo not given) | 10.4%[57.5 µM] | 2.6%[53.3 µM]
C/C=C(/C)C(=O)O[C@H]1[C@@H]2[C@H](C)C(=O)O[C@@H]2C[C@@H](C)[C@@H]2C=CC(=O)[C@]21C | 4.0%[29.8 µM] | 1.0%[53.3 µM]
Cc1ccc(N=CN(C)C=Nc2ccc(C)cc2C)c(C)c1 | 32.9%[activator][57.5 µM] | 0.0%[53.3 µM]
C/C=C(\C)C(=O)OC1C(C)OC(OC2C(C)OC(OC3CCC4(C)C(=CCC5C4CCC4(C)C(C(C)OC6OC(COC7OC(CO)C(O)C(O)C7O)C(O)C(O)C6O)CCC54O)C3)CC2OC)C(O)C1OC (stereo not given) | 10.4%[12.6 µM] | 5.6%[20.6 µM]

Screening data as filed in PubChem.
